KDM5B inh – Primary screen for KDM5B Histone Demethylases FDH-coupled qHTS. Lysine-specific demethylase 5B (Homo sapiens), Q9UGL1. Potency, µM (top dose mostly 57.7 µM), without a hit: top-dose activity change, negative = inhibition, usual class: inhibitors. 220,000 tested, 2.6% active. KDM5B demethylase, FDH-coupled NADH fluorescence (FDH is formaldehyde dehydrogenase). AID 1347165, 2019; active = well fitted inhibition curve with a large enough effect; inconclusive = small, poorly fitted or top-dose-only effect; inactive = no such curve, though single readings can be large or run the other way; note: 0% is about no effect; nearly all actives have a fitted effect of over 70% in size
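Measured: NADH fluorescence change, 30 min, RT. System: KDM5BΔAP 200 nM final, H3K4me3 peptide, α-KG, Fe(II), ascorbate, NAD⁺ plus FDH, pH 7.5 HEPES. Compounds: titrated, 10 min pre-incubation with enzyme.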
* = called active by the depositor; ? = inconclusive; & = joins results of further samples; [ ] = remark or other dose. Potency is the fitted concentration of half-maximal effect. Some of the compounds tested; the hit share may differ from the screen's.

SMILES	KDM5B inh
CC(C)N1C[C@H](O)C[C@H]1c1nc(-c2cccc([N+](=O)[O-])c2)no1	?
O=C(Cc1ccc(F)cc1)N1CCN(C(=O)c2nnn3c2COC(c2ccc(Cl)cc2)C3)CC1 (configuration not stated)	-6.6%
COc1ccc(C(=O)N2CCN(c3ccc([N+](=O)[O-])c(-n4nc(C)c5ccccc5c4=O)c3)CC2)cc1	13.6%
COc1ccc(OC)c(NC(=O)C(Cc2ccccc2)NS(=O)(=O)c2ccc3c(c2)CCC(=O)N3)c1 (configuration not stated)	-31.1%
CS(=O)(=O)N1CC2(CCCN2Cc2ccc(Cl)cc2)Cc2ccccc21 (configuration not stated)	-21.0%[115 µM]
O=S(=O)(c1ccc(-c2ccon2)s1)N1CCOCC1	11.6%
COc1ccc(NC(=O)C2CCN(S(=O)(=O)c3ccc4[nH]c(=O)ccc4c3)CC2)c(OC)c1	18.2%
CS(=O)(=O)N(C1CCOCC1)C1CN(S(=O)(=O)c2ccccc2)C1	11.0%
CN(C)Cc1nnc(C2CC(NC(=O)c3cnc4ccccc4n3)C2)n1C (configuration not stated)	34.6%[activator]
COc1ccc(NC(=O)Cn2c(=O)n(Cc3nc(C)no3)c(=O)c3cc4c(cc32)OCO4)cc1	-20.3%
Cc1cccc(Cl)c1NC(=O)Cn1ccn2nc(-c3ccc(F)cc3)c(CO)c2c1=O	?
O=S(Cc1cccc(C(F)(F)F)c1)Cc1c(F)cccc1Cl (configuration not stated)	16.8%
Cc1nn(Cc2ccccc2F)c(C)c1NC(=O)NC1CCCCC1	-7.8%
CC(CCc1ccccc1)NC(=O)C12CC3CC(CC(C3)C1)C2 (configuration not stated)	22.1%
COCCn1c(CN2C(=O)COc3ccccc32)nnc1C1CC(N)C1 (configuration not stated)	83.7%[activator]
Cn1cnc(S(=O)(=O)N2CCOc3ccc(CCC(=O)NCC4CC4)cc3C2)c1	2.3%
Cc1oc(-c2ccccc2)nc1CC(=O)Nc1ccc(S(=O)(=O)NC(C)C)cc1	13.1%
CCCCN1CCN(c2nc3c(c(=O)[nH]c(=O)n3C)n2CCCc2ccccc2)CC1	17.9%
Cc1ccsc1CN(C)C(=O)CCl	8.2%
O=c1n(-c2ccncc2)nc2n1CCN(Cc1ccsc1)C2	-30.4%[86.2 µM]
COc1ccccc1OCC(=O)Nc1nc2c(s1)CC(C)CC2 (configuration not stated)	?
O=C1CCN(C(=O)[C@@H]2CCCN2C(=O)Nc2ccccc2)CCCCCCN1	15.6%
CCCC1C(=O)N(Cc2ccccc2)C(=O)CC1C (configuration not stated)	42.4%
COc1ccc(C2CC(=O)N(Cc3ccc(C)cc3)c3c2c(C)nn3-c2nc(C)cc(C)n2)c(OC)c1 (configuration not stated)	10.0%
CC1=CC(C)(C)N=C(Nc2nc(C)c3cc(C)cc(C)c3n2)N1	?
Continuation:
SMILES	KDM5B inh
CCOC(=O)c1c(C)oc2ncnc(Nc3ccc(OCC)cc3)c12	0.0%
Cc1ccc(C(=O)N2CCC[C@H]2c2nc(-c3ccccc3)no2)cc1	-20.3%
COc1ccc(-c2cc3nc(C)n(N)c(=O)c3s2)cc1	16.1%
Cc1ncc(C(=O)N2CCC3(CC(=O)NC3=O)C2)c(-c2ccccc2)n1 (configuration not stated)	-2.0%
CCc1ccc(C(=O)N2CCSCC2)s1	19.6%
O=S(=O)(CCN1CCN(c2ccccc2F)CC1)c1ccccc1	11.0%
Cc1csc(NC(=O)C2(C)COCc3cnc(Nc4ccccc4)nc32)n1 (configuration not stated)	?
O=C(c1ccncc1)N1CCCC(CN2CCCC2)CC1 (configuration not stated)	?
COCCN1Cc2nc(-c3ccsc3)ccc2OCC1=O	?
COc1ccc(OC)c(C2=NS(=O)(=O)N(C)C(C(=O)Nc3ccc(F)cc3F)=C2)c1	-5.1%
CC1=NS(=O)(=O)N(C)C=C1C(=O)OCc1nc(-c2ccccc2F)no1	-14.9%
COc1ccc(CN2C(=O)CO[C@H](c3ccc(NC(=O)Cc4ccccc4)cc3)[C@H]2CO)cc1	-1.6%
C#CCN(C)C(=O)c1c(-c2ccccc2)noc1[C@H](C)O	0.2%[115 µM]
CC(C)Cc1nnc(NC(=O)C2CC(=O)N(Cc3ccccc3)C2)s1 (configuration not stated)	16.8%
CC1(CNc2ccccc2)COc2ccc(C(=O)N3CC(O)C3)cc2N1 (configuration not stated)	-28.4%[86.2 µM]
O=C(c1ccccc1F)N1CCC(N2CCOC2=O)CC1	4.8%[149 µM]
CCCCN1C(=O)[C@@H]2C[C@@H](O)CN2C2(CN(Cc3cccc(OC(F)(F)F)c3)C2)C1=O	1.9%
CC1=C(C(N)=O)C(c2cccc(F)c2)n2nc(SCc3ccccc3)nc2N1 (configuration not stated)	11.4%&-7.9%
CN1C(=O)[C@@H]2C[C@@H](CN2C(=O)COc2ccccc2)Oc2ccccc21	-3.0%[86.2 µM]
CCc1ccc2oc(=O)cc(CN3CCN(c4ccccc4F)CC3)c2c1	13.7%
CNC(=O)N1CCC(C2CCN(C(=O)NC(C)C)C2)CC1 (configuration not stated)	12.7%
CCN(CC)S(=O)(=O)c1ccc(N/N=C(\C)c2ccncc2)c([N+](=O)[O-])c1	33.2%[activator]
S=c1sc2c(s1)SC1CC=CC1S2 (configuration not stated)	5.2%
COC(=O)C1OC(OC2C(OC3CC[C@@]4(C)C(CC[C@]5(C)C4C(=O)C=C4C6C[C@@](C)(C(=O)OC)CC[C@]6(C)CC[C@]45C)C3(C)C)OC(C(=O)OC)C(OC(C)=O)C2OC(C)=O)C(OC(C)=O)C(OC(C)=O)C1OC(C)=O (some centres not stated)	16.2%
CC(/C=C1\SC(=S)N(CC(=O)O)C1=O)=C\c1ccccc1	2.0%
The listing continues.
SMILES	KDM5B inh
CN(Cc1ccc(C(=O)NCC(F)(F)F)cc1)C(=O)c1ccccc1	-3.6%
CN(C)C[C@@H]1CN(Cc2ccncc2)C[C@H]1N	17.8µM*
O=C(CN1CCC(NC(=O)c2ccccc2Cl)CC1)NCc1ccccc1	-14.0%
CCCNC(=O)CCc1ccc(C#N)cc1	-2.9%
COc1ccc(Cn2ccnc2SCC(=O)Nc2ccc3c(c2)OCO3)cc1	-20.4%
Cc1ccc(CN2CCCC23Cc2ccccc2CNC3=O)cc1 (configuration not stated)	-5.3%[149 µM]
Cc1ccc(Cl)cc1NC(=O)CN(Cc1ccc(Cl)cc1)S(C)(=O)=O	?
O=C(N[C@@H](Cn1cc(Br)c(=O)[nH]c1=O)C(=O)O)C1CCC1	-13.3%[86.2 µM]
Cc1ccc2c(n1)N(C)[C@H](CO)CCN(Cc1ccc(C(F)(F)F)cc1)C2	?
CCc1ccccc1NS(=O)(=O)c1ccc2c(c1)CCCN2C(=O)C1CCC1	?
O=C(NC1CC1)[C@@H]1C[C@H](Oc2ccccc2)CN1C(=O)CC1CCCC1	7.5%
O=C(/C=C/C=C/c1ccco1)c1ccc(N2CCOCC2)cc1	?
CC(C)(C)C1CCC2(CC1)NC(=O)N(CC(=O)NC1CCc3ccccc31)C2=O (configuration not stated)	-11.6%
COc1ccc(-c2nnc3n2CCN([S+](C)(=O)[O-])C3)cc1	-11.0%[86.2 µM]
CSc1cccc(NC(=O)Cn2nc3c(cc2=O)CCCCC3)c1	54.8%[activator]
Cc1ccc(-c2nc(CN3CCN(CC(=O)Nc4cccc(C)c4C)CC3)co2)cc1	-7.8%
CC(NC(=O)Cc1csc2nc(-c3ccc(F)cc3)cn12)c1cccs1 (configuration not stated)	-4.1%
O=C(NCc1ccc(F)cc1)C(=O)Nc1ccc2nc3n(c(=O)c2c1)CCCCC3	4.4%
O=C(c1ccccc1)c1ccc2nc(N3CCN(c4ccc(F)cc4)CC3)c3nncn3c2c1	1.8%
CC(C)[C@@H](N)C(=O)N[C@@H]1C=C(C(=O)N[C@@H](CCS(C)(=O)=O)C(N)=O)C[C@@H](O)[C@@H]1O	?
CC(C)NC(=O)N1CCC2(CC1)CN(C(=O)CCCN)Cc1ccccc1O2	-17.7%[115 µM]
COc1ccccc1NC(=O)CSc1nc(N2CCOCC2)c2c(c1C#N)CCCC2	14.6%
Cc1nn(CC(=O)N2CCC3(CCCN(C)CC3)CC2)c(=O)c2ccccc12	-28.7%
Cc1cccn2c(=O)cc(COc3ccc(NC(=O)COc4ccc(F)cc4)cc3)nc12	-8.1%
CNC(=O)[C@@H]1C[C@H](Oc2ccccc2)CN1C(=O)C1CCC1	-7.9%

Part of the list above, as comma-separated lines.
SMILES,KDM5B inh
CN(Cc1ccc(C(=O)NCC(F)(F)F)cc1)C(=O)c1ccccc1,-3.6%
COc1ccccc1OCC(=O)Nc1nc2c(s1)CC(C)CC2 (configuration not stated),?
COC(=O)C1OC(OC2C(OC3CC[C@@]4(C)C(CC[C@]5(C)C4C(=O)C=C4C6C[C@@](C)(C(=O)OC)CC[C@]6(C)CC[C@]45C)C3(C)C)OC(C(=O)OC)C(OC(C)=O)C2OC(C)=O)C(OC(C)=O)C(OC(C)=O)C1OC(C)=O (some centres not stated),16.2%
O=C(NC1CC1)[C@@H]1C[C@H](Oc2ccccc2)CN1C(=O)CC1CCCC1,7.5%

More results:
SMILES	KDM5B inh
Cc1ccc(CNc2oc(-c3ccc(COc4ccc(C)cc4)o3)nc2C#N)cc1	?
COc1cccc(NC(=O)Cn2c(=O)n(CCc3cccc(C)c3)c(=O)c3ccccc32)c1	-37.6%
CCOC(=O)C1CCN(C(=O)c2ccc3c(=O)n4nc(Nc5ccccc5)sc4nc3c2)CC1	-28.9%
CC(=O)NC1(C)CN(Cc2ccc(-c3cccc(C(F)(F)F)c3)nc2)C1	-27.5%[86.2 µM]
COC(=O)[C@H](NC(=O)[C@@H]1[C@@H](NC(=O)Nc2ccc(F)cc2F)CCN1C(=O)c1cccn1C)C(C)C	12.5%
CN(CCCCOc1ccc2ccccc2c1)CCCCOc1ccc2ccccc2c1	?
CSCc1nc(-c2ccncc2)nn1Cc1ccc2c(c1)OCO2	24.8%
COc1ccc(CN[C@@H]2CCC[C@@H](C(=O)N3CCN(C)CC3)CC(=O)N(C)C2)cc1	-11.8%[86.2 µM]
COc1ccc(-c2nn3c(=O)cc(CN4CCN(C(=O)/C=C/c5ccccc5)CC4)nc3s2)cc1	?
O=C(NC1CCCC1)c1cc(Cl)cc(Cl)c1	15.1%
Cc1ccc(Oc2ccc(S(=O)(=O)N3CCCC3)cn2)c(Br)c1	16.0%
O=C(O)c1[nH]ncc1CN1CCC(N2CCC(C(=O)NCC3CCCO3)CC2)CC1 (configuration not stated)	14.1%
CC(=O)c1cccc(NC(=S)N2CCN(S(=O)(=O)c3ccc(F)cc3)CC2)c1	3.0%
Cc1ccc(CN2CC(C(=O)N3CCN(S(=O)(=O)c4ccc(C)cc4C)CC3)CC2=O)cc1 (configuration not stated)	28.8%
COc1ccc(C(=O)Nc2cc(NC(=O)c3ccco3)ccc2OC)cc1Cl	3.3%
COc1ccc(CN2CCCC3(C2)CN(C)C(=O)O3)cc1C(=O)O (configuration not stated)	-2.2%
Oc1ccc(Sc2ccc(O)cc2)cc1	?
Cc1cccc(-c2c3c(=O)n(C)c(=O)n(C)c3c3c(C)nc4ccccc4n23)c1	-59.4%[11.5 µM]
Fc1cc(COc2ccc(-c3nnco3)cc2)c2ncccc2c1	12.6%
CNC(=O)[C@H]1C[C@H](Oc2cccnc2)CN1C(=O)NC(C)C	-25.6%
CN(C)C(=O)C1CCN(C(=O)N2CC3CC(C2)[C@H]2CCCC(=O)N2C3)CC1 (some centres not stated)	7.4%
O=C(O)COCC(=O)N[C@H]1CCN2C(=O)c3cc(-c4ccccc4)ccc3NC(=O)[C@H]12	-44.1%[86.2 µM]
COc1ccccc1CNc1nc(-c2ccc(C#N)cc2)cs1	?
C=CCn1cc2c3c(cccc31)[C@H](CC(C)C)N[C@H](C(=O)NCC1CC1)C2	-6.5%[86.2 µM]
COC[C@@H]1CN(C(=O)CCc2ccc(OC)cc2)C[C@H]1c1ccncc1	-5.9%

An excerpt from above in order of molar mass, descending:
SMILES	KDM5B inh
CC(=O)NC1(C)CN(Cc2ccc(-c3cccc(C(F)(F)F)c3)nc2)C1	-27.5%[86.2 µM]
CSCc1nc(-c2ccncc2)nn1Cc1ccc2c(c1)OCO2	24.8%
Oc1ccc(Sc2ccc(O)cc2)cc1	?

The list goes on:
SMILES	KDM5B inh
CCCCSc1nc2c(c(=O)[nH]c(=O)n2C)n1CC(O)COc1ccc(Cl)cc1 (configuration not stated)	-9.6%
Cc1ccc(CN2C[C@@H]3C(=O)N(CCCN4CCCC4=O)C(=O)[C@@H]3C2)cc1	-8.9%
O=C(NC1CCCN(c2cc(-c3ccccc3)[nH]n2)C1)c1ccc2cc[nH]c2c1 (configuration not stated)	?
O=C1CCN(S(=O)(=O)c2ccccc2)CCCN(Cc2cccc(F)c2)CCN1	-27.7%
O=C(COCC1CCCO1)N1CCc2onc(-c3ccc4c(c3)OCO4)c2C1 (configuration not stated)	22.4µM*
CCCCc1cc(=O)oc2cc(OCC(=O)OCC)c(Cl)cc12	?
CCCCc1c(C)nc2ccc(C)cc2c1SCCC(=O)O	11.7%
Cc1ccc(C(=O)Nc2cccc(C(=O)O)c2)cc1	9.8%
CCSc1nnc(SCc2cc(=O)oc3c(C)c(C)ccc23)s1	-17.5%
COc1ccc(NC(=O)Cn2cc(C#N)c3ccccc32)cc1OC	14.3%
Cc1ccc(S(=O)(=O)N2CC(C(=O)NCc3ccncc3)C3(CCOCC3)C2)c(C)c1 (configuration not stated)	-1.3%
NCc1ccc(COCC(F)(F)F)cc1	-20.0%
Cc1cccc(C(=O)Nc2cccc(C(=O)OCc3cc(=O)n4nc(C5CC5)sc4n3)c2)c1	8.5%
CCOC(=O)c1cc2c(=O)n3ccccc3nc2n(CC(C)C)c1=NC(=O)c1cc2ccccc2o1	?

Random excerpt: 2 records from the list, in no set order.
SMILES	KDM5B inh
CCCCSc1nc2c(c(=O)[nH]c(=O)n2C)n1CC(O)COc1ccc(Cl)cc1 (configuration not stated)	-9.6%
Cc1ccc(S(=O)(=O)N2CC(C(=O)NCc3ccncc3)C3(CCOCC3)C2)c(C)c1 (configuration not stated)	-1.3%
